Source: PubChem
SW480 rereplic: DNA re-replication induction in SW480 cells. actives 1.8% (n = 340,000). SW480 DNA re-replication, Hoechst DNA content imaging, 48 h. Potency, µM (doses to about 46.1 µM), for inactives: at the top dose re-replication activation, hits mostly activators; also: potency is read from the fitted curve at half-maximal effect; % of control where 0% means no effect; nearly all actives have a fitted effect of over 55% in size
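Per well, 250 cells were exposed to pinned compound for 48 hr. Nuclear DNA was visualised with Hoechst (40 min, 37 C) and total object intensity recorded by fluorescence scanning.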
HT1080-NT tox: kills 2HG-producing HT-1080-NT fibrosarcoma cells; HT-1080-NT fibrosarcoma viability, CellTiter-Glo ATP luminescence, 48 h; Potency, µM (doses to about 46.1 µM), for the others: top-dose activity, negative = less viability, actives largely listed as cytotoxic; actives 1.6% (n = 360,000); AID 686970;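 also: NT is the 2HG producing partner of a matched IDH1 knockdown line; potency is read from the fitted curve at half-maximal effect; 0% = DMSO-treated cells and -100% = media-only wells without cells; nearly all actives have a fitted effect of over 55% in size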
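A 48-hour cytotoxicity screen used HT-1080-NT cells plated 2 hours before compound delivery. ATP-based CellTiter-Glo luminescence measured viability, normalized to DMSO and no-cell controls.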
IL1B secr inh: inhibitors of inflammasome signaling (IL-1 beta secretion); THP-1 LPS/ATP IL-1B secretion, AlphaLISA, 16 h; hits give low values; activity change, % at 57.5 µM; actives 4.7% (n = 360,000); AID 743279; in the data active = activity change below about -50%; inconclusive = mostly about -30% to -49%; also: % is scaled to controls: 0 for no effect and ±100 for the full control effect
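THP-1 cells pretreated 1 hr with compounds (up to 57.5 uM final), then stimulated with LPS (250 ng/mL final) plus ATP (1.25 mM final); secreted IL-1B measured by AlphaLISA after 16 hr, decreased signal indicating inhibition.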
ATXN2 expr inh: ATXN2 expression inhibition | AID 1745845 | actives 0.72% (n = 360,000) | HEK-293 ATXN2-luciferase reporter, luminescence, 24 h | Potency, µM (doses to about 57 µM), for inactives: top-dose activity change, negative = inhibition, most hits filed as inhibitors; also: potency is read from the fitted curve at half-maximal effect; % is scaled to controls: 0 for no effect and ±100 for the full control effect; nearly all actives have a fitted effect of over 55% in size
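qHTS (up to 57 uM final) was run with 24 h compound exposure of reporter cells at 37 °C. Each well was multiplexed: SteadyGlo luminescence measured ATXN2-luciferase expression after a fluorogenic Gly-Phe-AFC viability readout (25 uM final).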
MCF10A rereplic: inducers of DNA re-replication in MCF 10A breast cells; MCF 10A DNA re-replication, Hoechst nuclear intensity, 48 h; Potency, µM (titrated, usually from 46.1 µM), for the others: at the highest dose activity, positive = re-replication, usual class: activators; actives 2.9% (n = 350,000); AID 624296; also: potency is read from the fitted curve at half-maximal effect; % of control where 0% means no effect; nearly all actives have a fitted effect of over 50% in size
HT1080 IDH1KD tx: toxicity to HT-1080 IDH1 knockdown cells (counter line); HT-1080 IDH1 knockdown viability, ATP luminescence, 48 h; Potency, µM (titrated, usually from 46.1 µM), for the others: top-dose activity, negative = toxicity, most hits filed as cytotoxic; actives 2% (n = 360,000); AID 686971;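 also: potency is read from the fitted curve at half-maximal effect; 0% = DMSO wells and -100% = cell-free medium wells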
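HT-1080-IDH1KD cells (IDH1 knocked down), 750/well in RPMI with 5% FBS, treated with compound 48 h at 37 degrees C. Viability by CellTiter-Glo luminescence, normalised to DMSO and no-cell wells; concentration-response curves classed.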
KB-V1 cytotox: kills drug-selected multidrug resistant KB-V1 cells. KB-V1 MDR cells viability, CellTiter-Glo, 72 h. Potency, µM (highest dose often 46.1 µM), without a hit: top-dose activity change, negative = cytotoxicity, usual class: cytotoxic. actives 3.4% (n = 400,000); also: potency is read from the fitted curve at half-maximal effect; % is scaled to controls: 0 for no effect and ±100 for the full control effect; nearly all actives have a fitted effect of over 60% in size
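Cytotoxicity toward P-gp-expressing KB-V1 cells was determined as loss of CellTiter-Glo luminescence after 72 h at 37 degrees C. Compounds were tested in quantitative HTS format across a concentration range, with curves fitted to normalized data.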
KB-3-1 tox: KB-3-1 parental cell cytotoxicity | KB-3-1 viability, CellTiter-Glo ATP luminescence, 72 h | Potency, µM (doses to about 46.1 µM), for inactives: at the highest dose activity change, negative = cytotoxic, usual class: cytotoxic | actives 1.4% (n = 400,000) | AID 1347075; also: potency is read from the fitted curve at half-maximal effect; % is scaled to controls: 0 for no effect and ±100 for the full control effect; nearly all actives have a fitted effect of over 60% in size
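Screening of KB-3-1 cells (DMEM, 10% FBS, phenol-red free) ran from lowest to highest compound concentration; after 72 h at 37 °C viability was read luminescently and curves fitted.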
S2 tox: viability counter-screen for ATXN expression inhibitors; S2 cells (HEK-293 line with an ATXN2-luciferase reporter) viability, CellTiter-Fluor protease fluorescence, 24 h; Potency, µM (series often up to 56.7 µM), most hits filed as cytotoxic; actives 0.49% (n = 400,000); AID 651635; also: potency is read from the fitted curve at half-maximal effect; nearly all actives have a fitted effect of over 40% in size
Numbers without * were called inactive; [ ] = dose if it differs, or a comment. Unless noted, calls follow the shape of the dose curve; as a rule, active = well fitted curve in the direction sought with a large enough effect; inconclusive = small, poorly fitted or top-dose-only effect, or another doubt; inactive = no such curve, though single readings can be large; an effect the other way counts as inactive or inconclusive. Outcome played no part in choosing rows; any-hit rate near 11%.

Cc1cccn2c(=O)c(/C=C(\C#N)C(N)=O)c(Oc3ccccc3)nc12 was read as SW480 rereplic inconclusive, HT1080-NT tox 11%, IL1B secr inh 0, MCF10A rereplic -1%, HT1080 IDH1KD tx -1%, KB-V1 cytotox 9%, KB-3-1 tox -33% and S2 tox inactive.
CCOc1ccc(CN2CCN(C(=O)c3ccccc3)CC2)cc1 was read as SW480 rereplic 0%[9.22 µM], HT1080-NT tox 1%, IL1B secr inh -20, ATXN2 expr inh -25%, MCF10A rereplic inconclusive, HT1080 IDH1KD tx inconclusive, KB-V1 cytotox -12%, KB-3-1 tox -16% and S2 tox inactive.
CC1CCN(c2nc(-c3cccnc3)nc3scc(-c4ccccc4)c23)CC1 was read as SW480 rereplic 3%, HT1080-NT tox -10%, IL1B secr inh 81, ATXN2 expr inh 8%, MCF10A rereplic inconclusive, HT1080 IDH1KD tx 4%, KB-V1 cytotox -2%, KB-3-1 tox -3% and S2 tox inactive.
`CC(=O)C1=C(C)NC(SCC(N)=O)=C(C#N)C1c1sccc1C` (stereo unspecified) gave SW480 rereplic -5%, HT1080-NT tox 7%, IL1B secr inh 11, ATXN2 expr inh 2%, MCF10A rereplic 7%, HT1080 IDH1KD tx -13%, KB-V1 cytotox inconclusive, KB-3-1 tox 2% and S2 tox inactive.
`COc1ccc(NC(=O)C2CCN(S(=O)(=O)c3ccc(Cl)c(C(F)(F)F)c3)CC2)cn1` gave HT1080-NT tox 1%, IL1B secr inh 15, HT1080 IDH1KD tx 0%, KB-V1 cytotox -19%, KB-3-1 tox 1% and S2 tox inactive.
CCn1cc(C(=O)N2CCN(c3ccccc3F)CC2)c(=O)c2cc(S(=O)(=O)N(C)C)ccc21 was read as ATXN2 expr inh 3%, KB-V1 cytotox 4%, KB-3-1 tox -12% and S2 tox inactive.
O=C(CSc1nc(-c2ccco2)cc(C(F)(F)F)n1)NCCc1ccccc1 was read as SW480 rereplic -5%, HT1080-NT tox -2%, IL1B secr inh -5, ATXN2 expr inh 3%, MCF10A rereplic inconclusive, HT1080 IDH1KD tx -18%, KB-V1 cytotox -22%, KB-3-1 tox 4% and S2 tox inactive.
Screening CCOc1cc(/C=C2\NC(=S)N(c3c(C)n(C)n(-c4ccccc4)c3=O)C2=O)ccc1O returned SW480 rereplic -10%, HT1080-NT tox 2%, IL1B secr inh 15, ATXN2 expr inh -9%, MCF10A rereplic -1%, HT1080 IDH1KD tx -2%, KB-V1 cytotox 0%, KB-3-1 tox 13% and S2 tox inactive.
`C[C@@H]1CCC[C@]2(O[C@@H](CCO)C[C@@H](O)[C@@H]2O)O1` gave SW480 rereplic -2%, HT1080-NT tox 17%, IL1B secr inh 19, ATXN2 expr inh 1%, MCF10A rereplic -34%[inhibitor], HT1080 IDH1KD tx 10%, KB-V1 cytotox 27%, KB-3-1 tox 0% and S2 tox inactive.
For COc1ccc(S(=O)(=O)Nc2c(O)c3ccccc3oc2=O)cc1 the results were SW480 rereplic 4%, HT1080-NT tox -2%, IL1B secr inh 12, ATXN2 expr inh -1%, MCF10A rereplic -7%, HT1080 IDH1KD tx 0%, KB-V1 cytotox 2%, KB-3-1 tox 0% and S2 tox inactive.
N#Cc1ccc(OCC(=O)NCC2(N3CCCCC3)CCCCC2)cc1 was read as SW480 rereplic 2%, HT1080-NT tox -10%, IL1B secr inh -10, MCF10A rereplic 4%, HT1080 IDH1KD tx 12%, KB-V1 cytotox -15%, KB-3-1 tox -3% and S2 tox inactive.
`O=C(Nc1ccn(CCCNCc2ccccn2)c(=O)n1)OCc1ccccc1` gave SW480 rereplic -22%, HT1080-NT tox 4%, IL1B secr inh 21, ATXN2 expr inh -12%, MCF10A rereplic -8%, HT1080 IDH1KD tx 1%, KB-V1 cytotox 0%, KB-3-1 tox 0% and S2 tox inactive.
Screening CCOc1cccc(NC(=O)C2CCCN(S(=O)(=O)c3ccc(-n4cnnn4)cc3)C2)c1 (stereo unspecified) returned SW480 rereplic -7%, HT1080-NT tox -22%, IL1B secr inh 0, ATXN2 expr inh -8%, MCF10A rereplic 7%, HT1080 IDH1KD tx -16%, KB-V1 cytotox 28%, KB-3-1 tox 2% and S2 tox inactive.
For CSCC[C@H](NC(=O)[C@@H]1Cc2ccccc2CN1)C(=O)Nc1ccc2c(c1)OCO2 the results were SW480 rereplic 0%, HT1080-NT tox -6%, IL1B secr inh -9, ATXN2 expr inh 14%, MCF10A rereplic inconclusive, HT1080 IDH1KD tx -8%, KB-V1 cytotox 0%, KB-3-1 tox -1% and S2 tox inactive.
CC(C)(/C=N/O)/[N+]([O-])=C/c1ccccc1C(F)(F)F was read as SW480 rereplic 4%, HT1080-NT tox 0%, IL1B secr inh 2, ATXN2 expr inh -3%, MCF10A rereplic -1%, HT1080 IDH1KD tx -8%, KB-V1 cytotox -1%, KB-3-1 tox 0% and S2 tox inactive.
For COc1ccc(CN(C)C(C)C(=O)Nc2ccc(S(=O)(=O)N3CCCCC3)cc2)cc1F (stereo unspecified) the results were SW480 rereplic 3%, HT1080-NT tox -13%, IL1B secr inh -8, MCF10A rereplic 8%, HT1080 IDH1KD tx -16%, KB-V1 cytotox -8%, KB-3-1 tox -3% and S2 tox inactive.
For O=Cc1cc2ccccc2nc1SCc1ccc(Cl)c(Cl)c1 the results were SW480 rereplic inconclusive, HT1080-NT tox 4.1µM*, IL1B secr inh 83, ATXN2 expr inh -5%, MCF10A rereplic inconclusive, HT1080 IDH1KD tx 5.8µM*, KB-V1 cytotox 5.8µM*, KB-3-1 tox 4.6µM* and S2 tox inactive.
Screening Cc1nnc(C)n1/N=C/c1c(O)ccc2ccccc12 returned SW480 rereplic -2%, HT1080-NT tox -8%, IL1B secr inh 19, MCF10A rereplic -1%, HT1080 IDH1KD tx 1%, KB-V1 cytotox inconclusive, KB-3-1 tox 3% and S2 tox inactive.
COc1cc(C(=O)Nc2cc(-c3nc4cc(C)ccc4o3)ccc2C)cc(OC)c1OC was read as SW480 rereplic 5%[9.22 µM], HT1080-NT tox -6%, IL1B secr inh 6, ATXN2 expr inh 4%, MCF10A rereplic inconclusive, HT1080 IDH1KD tx 3%, KB-V1 cytotox 1%, KB-3-1 tox 9% and S2 tox inactive.
For O=S(=O)(NCC1CCCO1)c1ccc2oc3ccc(S(=O)(=O)NCC4CCCO4)cc3c2c1 (stereo unspecified) the results were SW480 rereplic 18%, HT1080-NT tox 4%, IL1B secr inh -3, ATXN2 expr inh -4%, MCF10A rereplic 8%, HT1080 IDH1KD tx 0%, KB-V1 cytotox -28%, KB-3-1 tox -15% and S2 tox inactive.
Screening COc1ccc(NC(=O)C(=O)NCCN2CCN(C(=O)c3cccc(Br)c3)CC2)cc1 returned SW480 rereplic 2%, HT1080-NT tox 2%, IL1B secr inh -10, ATXN2 expr inh -6%, MCF10A rereplic -6%, HT1080 IDH1KD tx 0% and S2 tox inactive.
Screening C[C@H](CO)N1C[C@H](C)[C@@H](CN(C)S(=O)(=O)c2cn(C)cn2)Oc2ccc(NC(=O)Nc3ccc4c(c3)OCO4)cc2C1=O returned SW480 rereplic inconclusive, HT1080-NT tox 22%, IL1B secr inh -2, ATXN2 expr inh 11%, MCF10A rereplic -1%, HT1080 IDH1KD tx 3%, KB-V1 cytotox 0%, KB-3-1 tox 0% and S2 tox inactive.
For COc1ccc(OCCn2ccnc2C)cc1 the results were SW480 rereplic 1%, HT1080-NT tox 16%, IL1B secr inh 5, ATXN2 expr inh -15%, MCF10A rereplic 10%, HT1080 IDH1KD tx 13%, KB-V1 cytotox 0%, KB-3-1 tox 9% and S2 tox inactive.
For COc1ccc(NC(=O)COC(=O)C2CC3C=CC2C3)cc1 (stereo unspecified) the results were SW480 rereplic 5%, HT1080-NT tox 3%, IL1B secr inh 6, MCF10A rereplic 3%, HT1080 IDH1KD tx 4%, KB-V1 cytotox 5%, KB-3-1 tox 3% and S2 tox inactive.
Screening CC(=O)Nc1ccc(C(=O)OCC(=O)N(C)C2CCCCC2)cc1 returned SW480 rereplic -13%, HT1080-NT tox -5%, IL1B secr inh 3, ATXN2 expr inh 9%, MCF10A rereplic 0%, HT1080 IDH1KD tx 7%, KB-V1 cytotox 0%, KB-3-1 tox -7% and S2 tox inactive.
`CCSc1ccccc1C(=O)N=C1NC(=O)CC2C(=O)NCCN12` (stereo unspecified) gave SW480 rereplic -19%, HT1080-NT tox inconclusive, IL1B secr inh 9, ATXN2 expr inh -14%[11.3 µM], MCF10A rereplic 1%, HT1080 IDH1KD tx 11%, KB-V1 cytotox 7%, KB-3-1 tox -6% and S2 tox inactive.

3 records drawn at random from those above, as already listed:
Screening CCOc1cccc(NC(=O)C2CCCN(S(=O)(=O)c3ccc(-n4cnnn4)cc3)C2)c1 (stereo unspecified) returned SW480 rereplic -7%, HT1080-NT tox -22%, IL1B secr inh 0, ATXN2 expr inh -8%, MCF10A rereplic 7%, HT1080 IDH1KD tx -16%, KB-V1 cytotox 28%, KB-3-1 tox 2% and S2 tox inactive.
For COc1ccc(CN(C)C(C)C(=O)Nc2ccc(S(=O)(=O)N3CCCCC3)cc2)cc1F (stereo unspecified) the results were SW480 rereplic 3%, HT1080-NT tox -13%, IL1B secr inh -8, MCF10A rereplic 8%, HT1080 IDH1KD tx -16%, KB-V1 cytotox -8%, KB-3-1 tox -3% and S2 tox inactive.
For COc1ccc(OCCn2ccnc2C)cc1 the results were SW480 rereplic 1%, HT1080-NT tox 16%, IL1B secr inh 5, ATXN2 expr inh -15%, MCF10A rereplic 10%, HT1080 IDH1KD tx 13%, KB-V1 cytotox 0%, KB-3-1 tox 9% and S2 tox inactive.
